# NOD2 inhibition: NOD2 signaling inhibitors, cell-based, luminescence, uHTS, HEK293 (AID 1566); HEK293 NOD2/NF-kB luciferase reporter, luminescence; higher % means a stronger effect; inhibition, % at 4 µM; hits with a dose series show EC50 in µM; 0.63% of 290,000 active; further: many of its hits are not listed in these tables
# M1AAP inhibition: P. falciparum M1AAP inhibitors, biochemical, fluorogenic H-Leu-NHMec substrate, 1536-well (AID 1445) | Aminopeptidase N (Plasmodium falciparum (isolate 3D7)) | recombinant M1AAP, H-Leu-NHMec fluorogenic kinetic assay; higher % means a stronger effect | inhibition, % at 30 µM; hits with a dose series show IC50 in µM | 0.42% of 220,000 active;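 active means primary inhibition above the hit cutoff, then over 50% inhibition at one or more dose response concentrations, cut at about 23% in these data, passing the limit was not always enough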;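 further: plate controls were DMSO full reaction for no effect and no enzyme background for full effect; strong numbers were not always called active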
# Dynein transport: inhibitors of GR-EGFP nuclear translocation, primary screen, dynein cargo transport inhibitor project, imaging, high-content, 3617.4 mouse cells | 0.47% of 220,000 active | z-score, hits read low | test concentration mostly 20 µM; stimulated with dexamethasone, 1 µM; hits give low values | AID 1381, 2008;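 active means plate z-score of nuclear minus cytoplasmic receptor signal below a set negative limit, without overly bright fluorescence or cell loss, cut at about -3.5 in these data, passing the limit was not always enough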;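 further: z-score of nuclear minus cytoplasmic ring GR-EGFP intensity difference per well; some compounds called inactive have numbers as strong as hits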
#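 Also added – dexamethasone, 1.0 µM final · Buffer or medium – tet-free, stripped-serum medium · Schedule – induction 48 h, compound 1 h, agonist 30 min · Detection – formaldehyde fixation, Hoechst nuclear stain, 10x automated fluorescence imaging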
# NOD1 inhibition: NOD1 signaling inhibitors, primary screen, cell-based, luminescence, uHTS (AID 1578); NOD1-driven NF-kB luciferase reporter cells, luminescence; higher % means a stronger effect; one-dose inhibition, % at 4 µM; EC50 in µM for titrated hits; 1% of 290,000 active; in the data active means inhibition mostly above about 36%, no sharp cut-off; inactive means mostly below about 34%;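 further: HEK-293T reporter cells stimulated with the NOD1 agonist gamma-tri-DAP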
# M17LAP inhibition: P. falciparum M17LAP inhibitors, primary screen, biochemical, fluorogenic H-Leu-NHMec substrate, 1536-well (AID 1619). Leucine aminopeptidase (Plasmodium falciparum (isolate 3D7)). recombinant M17LAP, H-Leu-NHMec fluorogenic kinetic assay; higher % means a stronger effect. one-dose inhibition, % at 30 µM; IC50 in µM for titrated hits. 0.38% of 220,000 active;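 active means compound inhibiting the enzyme by more than half at any dose during confirmatory dose-response retesting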;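 further: plate controls were full reaction with DMSO carrier for no effect and no enzyme background for full effect; strong numbers were not always called active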
# KOR beta-arrestin-1: KOR agonists, beta-arrestin recruitment, primary screen, cell-based, luminescence, uHTS (AID 1777); Kappa-type opioid receptor (Homo sapiens); KOR beta-arrestin recruitment, luminescence; higher % means a stronger effect; activation, % at 10 µM, or EC50 in µM where a hit was titrated; 0.02% of 280,000 active; in the data active means activation above about 50%, passing the limit was not always enough; further: a part of the inactive calls stands beside numbers as strong as those of hits
# GPR55 activation: GPR55 agonists via beta-arrestin recruitment, primary screen, imaging, U2OS cells, beta-arrestin-GFP redistribution (AID 1961) | G-protein coupled receptor 55 (Homo sapiens) | U2OS GPR55 beta-arrestin-GFP redistribution imaging; higher % means a stronger effect | activation, % at 10 µM, or EC50 in µM where a hit was titrated | 0.048% of 290,000 active;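 active means activation above 40% with more than 50 cells counted in the well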;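 further: U2OS osteosarcoma cells stably expressing GPR55 and beta-arrestin-GFP; plate controls were DMSO negative control for no effect and LPI positive control for full effect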
# KOR beta-arrestin-2: KOR antagonists, beta-arrestin recruitment, cell-based, luminescence, uHTS (AID 1778) | Kappa-type opioid receptor (Homo sapiens) | KOR beta-arrestin recruitment, luminescence, antagonist mode; higher % means a stronger effect | one-dose inhibition, % at 10 µM; IC50 in µM for titrated hits | 0.091% of 290,000 active; further: strong numbers were not always called active
# AID2073: inhibitors of Mint1-CaV2.2 protein interaction, biochemical, HTRF (AID 2073); HTRF protein-protein interaction, Mint1-CaV2.2; higher % means a stronger effect; inhibition, % at 20 µM, or IC50 in µM where a hit was titrated; Voltage-dependent N-type calcium channel subunit alpha-1B (Homo sapiens); 0.19% of 290,000 active; in the data active means inhibition mostly above about 51%, no sharp cut-off; further: some results filed as inactive read as strong as hits
# Dynein transport cytoplasmic EGFP: recorded beside Dynein transport, whose call it bears; z-score; measured here: cytoplasmic GR-EGFP intensity; hits give high values
# Dynein transport nuclear GR-EGFP: second read-out of Dynein transport, no call of its own (marks repeat the call); z-score; measured here: nuclear GR-EGFP intensity;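 lower value marks the stronger effect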
# Dynein transport cell count: recorded beside Dynein transport, whose call it bears; z-score; measured here: cell count per field
# An asterisk follows results filed as active; / = no result given; [ ] = remark or other dose. Unless noted, no stated cut-off is given here; in the data, active means inhibition above about 50%; inactive means the rest. Not all compounds are listed, so the mix of outcomes need not match the whole.
SMILES,NOD2 inhibition,M1AAP inhibition,Dynein transport,Dynein transport cytoplasmic EGFP,Dynein transport nuclear GR-EGFP,Dynein transport cell count,NOD1 inhibition,M17LAP inhibition,KOR beta-arrestin-1,GPR55 activation,KOR beta-arrestin-2,AID2073
O=C(CCS(=O)(=O)c1ccc(Br)cc1)NCCc1ccccc1,11%,/,/,/,/,/,-5%,/,-0.5%,-0.2%,20%,22%
COc1ccc(-c2noc(C(C)NC(=O)c3ccco3)n2)cc1OC (centres undefined),19%,/,/,/,/,/,-19%,/,-1.0%,-0.2%,-23%,-12%
COc1ccc(CNC2CCCCC2C)c(OC)c1 (centres undefined),-16%,8%,0.24,-0.29,0.76,0.22,6%,8%,-1.4%,0.2%,31%,-2%
CCn1cc(C(=O)O)c(=O)c2cc(F)c(N/N=C/c3ccccc3)cc21,24%,8%,-0.16,-0.22,0.12,0.5,15%,-8%,2.0%,-0.2%,-4%,6%
Cc1c(O)ccc(/C(Cc2ccc3ccccc3n2)=N\N)c1O,-17%,7%,-0.68,1,-0.5,0.78,-15%,2%,5.3%,-0.3%,-26%,18%
Cc1nn(Cc2c(Cl)cccc2Cl)c(Cl)c1/C=N/NC(=O)c1cccnc1,-9%,3%,-0.68,-0.12,-0.63,1.1,-2%,14%,16%,1.2%,-21%,18%
Cn1cnc(S(=O)(=O)Nc2ccc(OC(F)(F)F)cc2)c1,12%,2%,-0.35,-0.21,-0.042,0.077,-32%,2%,0.4%,2.1%,9%,33%
Oc1ccc(-c2cnns2)c(O)c1,20%,10%,-0.25,-0.078,-0.45,-0.68,-17%,0%,-1.0%,-0.2%,13%,-14%
Nc1nc(SCC(=O)N2CCCCC2)[nH]c(=O)c1NC(=O)c1cccs1,6%,29%,-0.41,-0.29,0.4,0.14,-16%,14%,3.9%,-0.1%,-1%,2%
O=S(=O)(c1cc(Cl)cc(Cl)c1O)N1CCC2(CC1)OCCO2,-7%,/,/,/,/,/,-22%,/,0.3%,-0.1%,-5%,-8%
COc1cc(/C=N/NC(=O)c2ccc(C)nc2)cc([N+](=O)[O-])c1O,21%,18%,0.55,-0.3,0.31,0.017,-22%,69%,-7.2%,0.3%,-13%,-12%
Cc1ccc(CN2CCNC(=O)C2CC(=O)N(Cc2c(C)nn(C)c2C)C2CC2)o1 (centres undefined),1%,-1%,0.27,-0.16,0.087,-0.21,-15%,1%,-2.2%,-0.2%,-9%,4%
O=C(NCCc1nc2ccccc2[nH]1)c1ccc(F)cc1,11%,4%,0.98,-0.24,0.49,0.11,-20%,-4%,-1.9%,0.4%,10%,7%
CCOC(=O)C(NC(=O)c1ccccc1)(OCC1(CC)COC1)C(F)(F)F (centres undefined),10%,4%,-0.24,-0.048,0.19,-0.011,-14%,-4%,-1.0%,0.0%,-7%,-2%
CC(C)[C@H](NC(=O)NC1CCN(Cc2ccccc2)CC1)C(=O)O,2%,1%,0.43,-0.27,-0.2,-0.24,-5%,-4%,-3.8%,-0.1%,11%,-1%
CC1CN(C(=O)C2CC(=O)N(c3ccc(Cl)cc3)C2)CC(C)O1 (centres undefined),-12%,/,/,/,/,/,-30%,/,4.0%,0.5%,-12%,-10%
Clc1ccc(Cl)c(Oc2ccc(Oc3nc(Cl)ccc3Cl)cc2)n1,6%,8%,0.096,-0.17,0.21,-0.11,10%,-2%,-4.4%,0.3%,4%,2%
O=C(NCCCNC(=O)c1ccc(-c2cc(Cl)ccc2Cl)o1)c1cnccn1,12%,/,/,/,/,/,-18%,/,0.1%,-0.1%,-46%,1%
COc1ccc(-c2nc(N)nc(C(F)(F)F)c2-c2cscn2)c(O)c1,19%,3%,-0.53,-0.11,0.099,0.03,3%,3%,-5.7%,-0.1%,8%,0%
Cc1cc(N2CCN(C)CC2)nc2ccc(NC(=S)NCCCN3CCc4ccccc4C3)cc12,14%,9%,-0.48,-0.25,0.072,0.47,7%,2%,-4.7%,0.1%,-6%,-9%
CCOC(=O)C1CCCN(C(=O)CSc2ccccc2)C1 (centres undefined),-6%,6%,-0.32,0.27,-0.35,0.41,-23%,22%,9.5%,-0.8%,-8%,-1%
O=C(CSc1ccccc1C(=O)O)Nc1cccc(C(=O)O)c1,-2%,7%,-0.34,-0.15,0.27,0.3,-19%,47%,/,-0.6%,-32%,3%
Cc1cccc(NC(=O)C2CCCN(S(=O)(=O)c3cccc4nsnc34)C2)n1 (centres undefined),25%,3%,-0.23,-0.22,0.044,0.7,10%,7%,0.9%,-0.1%,4%,-6%
Cc1cc(=O)n(C)c(=O)n1CCCCCCOc1ccc([N+](=O)[O-])cc1,-4%,3%,0.5,-0.22,0.49,-0.46,12%,-18%,2.8%,-0.2%,3%,3%
COCC(C)NC(=O)COc1ccc(Cl)cc1Cl (centres undefined),10%,1%,0.3,-0.26,0.39,0.32,-32%,-1%,2.5%,-0.1%,34%,-3%

# Part of the list above, with values under each structure.
# Under each structure – NOD2 inhibition, M1AAP inhibition, Dynein transport, Dynein transport cytoplasmic EGFP, Dynein transport nuclear GR-EGFP, Dynein transport cell count, NOD1 inhibition, M17LAP inhibition, KOR beta-arrestin-1, GPR55 activation, KOR beta-arrestin-2, AID2073
O=C(NCCc1nc2ccccc2[nH]1)c1ccc(F)cc1
 : 11%, 4%, 0.98, -0.24, 0.49, 0.11, -20%, -4%, -1.9%, 0.4%, 10%, 7%
COc1ccc(-c2noc(C(C)NC(=O)c3ccco3)n2)cc1OC (centres undefined)
 : 19%, /, /, /, /, /, -19%, /, -1.0%, -0.2%, -23%, -12%
CCOC(=O)C(NC(=O)c1ccccc1)(OCC1(CC)COC1)C(F)(F)F (centres undefined)
 : 10%, 4%, -0.24, -0.048, 0.19, -0.011, -14%, -4%, -1.0%, 0.0%, -7%, -2%
CCOC(=O)C1CCCN(C(=O)CSc2ccccc2)C1 (centres undefined)
 : -6%, 6%, -0.32, 0.27, -0.35, 0.41, -23%, 22%, 9.5%, -0.8%, -8%, -1%

# Following part
SMILES,NOD2 inhibition,M1AAP inhibition,Dynein transport,Dynein transport cytoplasmic EGFP,Dynein transport nuclear GR-EGFP,Dynein transport cell count,NOD1 inhibition,M17LAP inhibition,KOR beta-arrestin-1,GPR55 activation,KOR beta-arrestin-2,AID2073
CCc1ccc(CN(C)C(=O)C2CCC(=O)N(Cc3ccccn3)C2)cc1 (centres undefined),-4%,/,/,/,/,/,-34%,/,0.1%,0.1%,-8%,5%
O=C1CC(c2ccccc2)n2nc(NC(=O)c3cccs3)nc2N1 (centres undefined),-7%,-4%,1.7,-0.18,1,-0.74,-23%,-14%,-5.9%,0.8%,13%,-3%
O=C(O)COc1ccccc1/C=N/NC(=O)CSc1nc2ccccc2n1Cc1ccccc1Cl,-19%,22%,0.29,-0.24,0.12,-0.095,1%,15%,-3.2%,0.4%,-1%,13%
Cc1ccc(NC2CCCN(C(=O)c3ccc(F)cc3)C2)cc1C (centres undefined),7%,/,/,/,/,/,-14%,/,9.0%,0.2%,-22%,1%
OC(c1ccc(Cl)cc1)C(CN1CCOCC1)c1ccccc1 (centres undefined),-1%,/,/,/,/,/,-16%,/,4.7%,-0.1%,11%,1%
COc1cccc(-n2cnc3sc(C)cc3c2=O)c1,-6%,0%,1.3,-0.19,0.62,-0.76,-25%,9%,/,-0.1%,-19%[20 µM],-2%
O=C(COC(=O)[C@H](Cc1ccccc1)NC(=O)c1ccco1)NCc1ccccc1,12%,1%,-0.64,-0.22,0.33,1.4,-18%,-8%,-0.9%,0.0%,-23%,-5%
O=C(CCn1c(=O)sc2ccccc21)Nc1nccs1,-4%,8%,0.42,-0.22,0.29,0.3,-57%,4%,-4.1%,0.1%,4%,2%
COc1ccc(CN2CCCCC2C(=O)Nc2ccc(OC)c(OC)c2)cc1OC (centres undefined),0%,3%,0.032,-0.43,-0.0015,0.49,-21%,-2%,-0.3%,0.2%,-4%,0%
C[C@H](NC(=O)c1nc[nH]c1C(=O)N[C@@H](CCCCNC(=O)OC(C)(C)C)C(=O)OC(C)(C)C)C(=O)OCc1ccccc1,-50%,/,/,/,/,/,48%,/,0.9%,0.0%,-23%[20 µM],23%
Cc1ccc(C2N(c3cccc(Cl)c3)C(=O)C3CCCN32)o1 (centres undefined),12%,14%,-0.43,-0.16,-0.14,0.027,-12%,17%,1.5%,0.3%,-19%,-10%
CCCCNC(=O)CCC(=O)Nc1ccc2nc(N3CCCCC3)cc(C)c2c1,-15%,7%,0.16,-0.32,0.93,-0.66,-15%,1%,-2.5%,1.3%,-5%,2%
Cc1[nH]c(C)c(S(=O)(=O)Nc2ccccc2)c1C(=O)N1CCCC1,12%,/,/,/,/,/,-8%,/,1.8%,0.2%,-2%,14%
O=c1oc2ccccc2c(NC2CCCCC2)c1NS(=O)(=O)c1ccc(F)c(Cl)c1,19%,/,/,/,/,/,11%,/,9.7%,-0.1%,9%,13%
Cc1cccc(NC(=O)Cn2cc(C(=O)C3CC3)c3ccccc32)c1,-4%,/,/,/,/,/,-42%,/,-3.3%,-0.2%,3%,2%
Cc1onc(-c2ccccc2)c1C(=O)Nc1nnc(C(C)(C)C)s1,1%,/,/,/,/,/,-20%,/,-2.3%,-0.1%,5%,4%
CN(C)C(CNC(=O)C1CCN(S(=O)(=O)c2ccc(Cl)cc2)CC1)c1ccccc1 (centres undefined),8%,/,/,/,/,/,5%,/,-2.5%,-0.1%,4%,3%
CCC(NC(=S)NC1CCCCC1)c1ccc(C(C)C)cc1 (centres undefined),26%,/,/,/,/,/,-23%,/,-0.3%,-0.1%,17%,10%
COCCn1c(SCC(=O)Nc2sccc2C(N)=O)nc2cc(Cl)ccc2c1=O,15%,13%,-0.81,-0.23,-0.2,0.52,-2%,1%,4.1%,-0.3%,-1%,-6%
Cc1nc(NC(=S)NC(=O)c2ccccc2)sc1C(=O)N(C)C,1%,13%,0.011,-0.2,0.4,1.6,0%,10%,-2.0%,0.3%,24%,-3%
O=S(=O)(c1ccc(N2CCOCC2)nc1)N1CCOCC1,5%,2%,-0.51,-0.27,-0.28,1.4,12%,-6%,2.8%,-0.1%,-56%,6%
O=C(Nc1ccccc1)C1=C[C@@H](c2coc3ccccc3c2=O)C[C@@H](OCCCCO)O1,23%,3%,-0.72,-0.2,-0.082,0.13,-1%,-2%,-4.1%,0.5%,5%,-6%
